# TbPYK inhibitor = inhibitors of Trypanosoma brucei pyruvate kinase; Potency, µM (titrated, usually from 76.8 µM), for inactives: at the top dose activity, negative = inhibition, actives largely listed as inhibitors; Q57TT1; TbPYK enzyme, Kinase-Glo Plus ATP luminescence, 45 min; AID 624173; 410,000 compounds, 0.12% hits; active = well fitted inhibition curve with a large enough effect; note: nearly all actives have a fitted effect of over 50% in size
#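 Activity of T. brucei pyruvate kinase was followed by Kinase-Glo Plus luminescence after the enzyme reacted 45 min at room temperature with 130 uM ADP (final) and substrate. Test compounds were added before ADP at multiple concentrations.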
# Active calls of the source: *; [ ] = another dose, or the depositor's remark. % is set by controls: 0 for no effect and ±100 for the full control effect; potency is the fitted concentration of half-maximal effect. This is a subset. The share of hits here may be higher or lower than overall.
SMILES | TbPYK inhibitor
Cc1ccc(C)c(N2CCN(C(=O)C3CCC(CNS(=O)(=O)c4ccc(Br)s4)CC3)CC2)c1 (stereo not drawn) | 2%
Cc1ccccc1C(=O)Nc1scc(-c2ccc(Br)cc2)c1C(=O)O | 3%
Cc1ccc(-c2noc(CNC(=O)c3ccc(C(C)(C)C)cc3)n2)cc1 | 0%
CCN(CC)S(=O)(=O)c1ccc2c(c1)c(=O)c(C(=O)NCc1ccccc1Cl)cn2C | 5%
Cc1ccccc1-c1nc2scc(CCNC(=O)C(=O)Nc3ccc(F)cc3F)n2n1 | 5%
COc1cccc(C(=O)N2CCC[C@H]2C(=O)N2CCC[C@H]2C(=O)NCc2ccc(F)cc2F)c1 | -5%
COc1ccc(CNc2nc3c(-c4cccc(C)c4)nnn3c3ccccc23)cc1 | 3%
COc1ccc(Cn2c(C(=O)O)c(CNCCc3ccco3)c3ccc(C)cc32)cc1 | 3%
NP(=O)(OCC(F)(F)F)Oc1ccccc1 (stereo not drawn) | -2%
COc1ccc(CC(N)c2csc(NC(=O)NCCc3ccc(OC)c(OC)c3)n2)cc1 (stereo not drawn) | 2%
CNC(=O)C1CCC(Cn2c(=O)c3sccc3n(CC(=O)NCc3ccc(OC)cc3)c2=O)CC1 (stereo not drawn) | 0%
O=C(Oc1ccccc1)N1CCC[C@@]2(CCN(Cc3nccs3)C2)C1 | -6%
Cc1ccc(NC(=O)c2cnn3c(C(F)F)cc(-c4ccccc4)nc23)cc1F | 0%
COc1ccc(-n2nc(C(=O)N3CCN(c4cccc(C)c4)C(C)C3)c3c4ccccc4n(C)c3c2=O)cc1 (stereo not drawn) | 6%
Cc1cc(=O)oc2c(CN3CCCCC3)c(O)ccc12 | -1%
Cc1cccc(CN2C(=O)c3ccccc3S(=O)(=O)c3ccc(C(=O)N4CCN(c5cc(C)ccc5C)CC4)cc32)c1 | -3%
COc1ccc(NC(=O)C(c2ccccc2)c2ccccc2)c(OC)c1 | 4%
CCN(CC)C(=O)c1sc2c(c1C)c(=O)n(-c1ccc(C)c(C)c1)c(=O)n2Cc1cc(=O)n2c(C)cccc2n1 | 2%
CC(C)Oc1ccc(CNC(=O)C2CCN(Cc3cc4ccccc4n3Cc3ccccc3)CC2)cc1 | 4%
C#CCNC(=O)C[C@@H]1C[C@@]2(C(=O)OC)CCCCC=C2N(Cc2ccc(Cl)cc2Cl)C1=O | 4%
Cc1ccc(C)c(Cn2c3ccccc3c3cnn(CC(=O)N4CCCCC4)c(=O)c32)c1 | 4%
CCCCNC(=O)C1CCCN(Cc2nc(-c3ccc(Cl)cc3)oc2C)C1 (stereo not drawn) | -4%
Cc1ccc(-c2nc(S(=O)(=O)c3ccc(C)cc3)c(SCC(=O)NC3CCCCC3)o2)cc1 | 2%
Cc1oc(-c2cccc(Cl)c2)nc1CSc1nnc(C)n2c1cc1occc12 | -2%
CCN1CCN(C(C(=O)NC2CCCCC2)c2cc3ccccc3o2)CC1 (stereo not drawn) | 0%
CC1CN(C=O)CC(C)N1CCN1C(C)CN(C=O)CC1C (stereo not drawn) | -2%
Cc1cccc(N2CCN(C(=O)C3CCCN(S(=O)(=O)c4ccc(Br)s4)C3)CC2)c1C (stereo not drawn) | -6%
CC1(Cc2ccc(Cl)s2)C(=O)Nc2c(Cl)ccc(Cl)c21 (stereo not drawn) | -5%
Cc1ccc(N2CCNCC2C)cc1 (stereo not drawn) | -4%
COC(=O)Cn1c(C2CC(=O)N(c3c(C)cccc3C)C2)nc2ccccc21 (stereo not drawn) | -1%
CC(C)c1ccc(NC(=O)c2ccc(NC(=O)CCS(=O)(=O)c3cccs3)cc2)cc1 | 0%
COc1ccc(C(=O)Nc2ccc3nc(SCc4ccc(C)cc4)sc3c2)cc1 | 1%
O=C(c1nc2ccc(Cl)cn2c1CN1CCC[C@H]1CO)N1CCc2ccccc2C1 | -2%
CC(C)C(=O)N1CCCCCCN1C(=O)C(C)C | 1%
CN(C)c1ccc(NC(=O)Cn2cc(S(=O)(=O)Cc3cccc(Cl)c3)c3ccccc32)cc1 | -1%[15.4 µM]
Cc1ccccc1-c1nn2c(=O)cc(CN3CCN(S(=O)(=O)c4ccc(Cl)cc4)CC3)nc2s1 | 2%

# Given field by field: four of the compounds above
Cc1ccc(-c2nc(S(=O)(=O)c3ccc(C)cc3)c(SCC(=O)NC3CCCCC3)o2)cc1
  TbPYK inhibitor: 2%
Cc1oc(-c2cccc(Cl)c2)nc1CSc1nnc(C)n2c1cc1occc12
  TbPYK inhibitor: -2%
CCN1CCN(C(C(=O)NC2CCCCC2)c2cc3ccccc3o2)CC1 (stereo not drawn)
  TbPYK inhibitor: 0%
CC1CN(C=O)CC(C)N1CCN1C(C)CN(C=O)CC1C (stereo not drawn)
  TbPYK inhibitor: -2%

# (continued)
SMILES | TbPYK inhibitor
C[C@@H]1CN([C@@H](C)CO)C(=O)c2c(c3ccccc3n2C)-c2ccccc2CO[C@H]1CN(C)S(=O)(=O)c1ccc(C#N)cc1 | 2%
COc1ccc(C(CNC(=O)CCNS(=O)(=O)c2ccccc2)N2CCOCC2)cc1 (stereo not drawn) | 5%
C[C@H](CO)N1C[C@H](C)[C@H](CN(C)S(C)(=O)=O)OCc2ccccc2-c2c(n(C)c3ccccc23)C1=O | 5%
CCCN(CCC)S(=O)(=O)c1ccc(C(=O)N2CCn3c4c(c5cc(C)ccc53)CCCC42)cc1 (stereo not drawn) | -2%
Cc1ccc(C)c(N2CCN(C(=O)CCc3nnc4n(C)c(=O)c5ccccc5n34)CC2)c1 | 2%
O=C(NC1CCCCC1)c1ccc2c(c1)N(Cc1cccc(Cl)c1)C(=O)c1ccccc1S2=O (stereo not drawn) | 4%
Cn1ccc(=O)c2cc([N+](=O)[O-])ccc21 | 0%
CCC(=O)N1CCc2cc(S(=O)(=O)NC(CC(C)C)C(=O)NCc3ccc(C)cc3)ccc21 (stereo not drawn) | -10%
CCc1oc(-c2ccc(OC)cc2)c(C(=O)OCCCCCO)c1C(C)OCCO (stereo not drawn) | 1%
CC(=O)N1N=C(c2ccc(Br)cc2)CC1c1cccc([N+](=O)[O-])c1 (stereo not drawn) | 1%
CCOc1cccc(C(=O)Nc2ccc3oc(-c4ccncc4)nc3c2)c1 | 0%
S=C(NN=Cc1ccccn1)Nc1ccccn1 | -2%
COc1ccc(NC(=O)c2cnc3sc(N4CCOCC4)nn3c2=O)c(OC)c1 | -6%
CCOC(=O)C1CCCN(C(=O)c2[nH]c(C(F)(F)F)nc2-c2ccccc2)C1 (stereo not drawn) | 3%
Cc1ccc(S(=O)(=O)c2nc(-c3ccccc3)oc2SCC(=O)NC2CCCCC2)cc1 | 2%
CC1(C(=O)Nc2cccc(C#N)c2)CCN1C(=O)C1(c2ccccc2)CC1 (stereo not drawn) | 3%
Cc1ccc(Cl)cc1N(C)C(=O)C1CCCN(c2ncnc3onc(-c4ccc(F)cc4)c23)C1 (stereo not drawn) | 3%
COc1ccc(NC(=O)CCc2nnc3n(CC(C)C)c(=O)c4ccccc4n23)cc1 | -4%
O=C(c1ccc(Br)o1)N1CCN(C23CC4CC(CC(C4)C2)C3)CC1 | -24%
O=C(NCCc1ccccc1)C1CCN(c2ncnc3c2nc2n3CCCCC2)CC1 | 4%
COC(=O)C1=C(C)N(CCCC(=O)O)C(=O)NC1c1ccc(C#N)cc1 (stereo not drawn) | -4%
N=c1n(CCO)c2ccccc2n1CCOc1ccc(F)cc1 | -8%
CCOC(=O)N1CCc2c(sc3c2c(=O)n(-c2ccc(Cl)cc2)c(=O)n3CC(=O)Nc2ccccc2)C1 | -7%
CCn1nc(-c2ccccc2)c(-c2ccccc2)c(C(=O)Nc2ccccc2C(N)=O)c1=O | 5%
CC(=O)c1ccc(NC(=O)CSc2nc(-c3ccccc3F)nc3c2c(=O)n(C)c(=O)n3C)cc1 | -6%
CCOC(=O)c1cc(-c2ccccc2)n(-c2cccc(C(=O)Nc3ccc(OC)cc3)c2)c1C | -4%[15.4 µM]
COc1ccc(Cn2c(=O)c3cccnc3n(CC(=O)Nc3c(C)cc(C)cc3C)c2=O)cc1 | 1%
Cc1nn2c(=O)cc(COC(=O)COc3ccccc3C)nc2s1 | -7%
Cc1cccc(NC(=O)c2cccc(NC(=O)c3ccco3)c2)c1C | 0%
O=C(c1ccccc1)c1ccc2nc(Nc3cc(Cl)ccc3O)c3nncn3c2c1 | 8%[15.4 µM]
COc1ccc(N2CCN(CCCNC(=O)c3c(C)nn(-c4ccc(F)cc4)c3-n3cccc3)CC2)cc1 | -1%
Cc1nc2ccn(Cc3cccs3)c(=O)c2cc1C(=O)N1CCN(c2ccccc2)CC1 | -5%
CCOc1ccc(-c2cc(C(=O)NCCc3ccc(C)cc3)c3ccccc3n2)cc1 | 0%
Cc1ccc(C(=O)COC(=O)c2cc(-c3ccc(Cl)cc3)nc3ccccc23)cc1 | -10%
Cc1ccc(Sc2c(C)nn(-c3ccccc3)c2OC(=O)CC(C)C)cc1 | -30%
COc1ccc(-n2nc(C(=O)Nc3cc(C)ccn3)c3c4ccccc4n(C)c3c2=O)cc1 | 1%
CN(CCc1ccccc1)C(=O)c1cccc(NC(=O)Cc2cccc(NC(=O)C3CCN(C(=O)C4CCC4)CC3)c2)c1 | -8%
COc1cc(NC(=O)CN2C(=O)COc3ccc(S(=O)(=O)NC4CCCC4)cc32)cc(OC)c1 | 4%
Cc1ccc(CSc2ncc(Cl)c(C(=O)Nc3nnc(C)s3)n2)cc1 | 1%
CCOc1ccc(CCNC(=O)Cn2c(-c3cccs3)cc3ccccc32)cc1 | 3%
O=C(C#Cc1ccccc1)c1ccccc1 | -24%
COc1ccc2[nH]cc(C(=O)CN(C)C)c2c1 | 4%
CCCCNC(=O)C1(C)CCN1C(=O)c1ccc(OC)c(F)c1 (stereo not drawn) | 0%
CCc1noc(C)c1C(=O)N(CC)CC(=O)NCc1ccc(F)cc1 | 5%
CCc1cnc2c(c1SCC(=O)NCc1ccccc1Cl)c(=O)n(C)c(=O)n2C | -3%
COCCNC(=O)C1(C)CCN(Cc2csc(-c3ccc(Cl)cc3)n2)C1 (stereo not drawn) | -2%
CC(O)(c1cccc(F)c1)c1nc(-c2ccc(Cl)cc2)cs1 (stereo not drawn) | -1%
CCOC(=O)C1(C)CCN1C(=O)c1cccc(OC)c1 (stereo not drawn) | 3%
Cc1ccc(NC(=O)CNC(=O)Cn2c(C)cc3ccccc3c2=O)cc1F | -2%
NC(c1csc(Nc2cc(NCc3ccco3)ncn2)n1)c1ccccc1Cl (stereo not drawn) | 3%
Cc1oc2c(c1C(=O)Nc1ccc(F)c(F)c1)C1=NCCN1C=N2 | -5%
CC(C)NC(=O)N1CCC2(CC1)CCN(C(=O)c1csnn1)CC2 | 4%
CCN(CC)CCCNC(=O)CSc1nc2nc(C)c(Cc3ccccc3C)c(C)n2n1 | 1%
CC(C)c1ccc(C2N3CC4(C)CN2CC(c2ccccc2)(C3)C4=O)cc1 (stereo not drawn) | -2%
Cn1cc(-c2csc(C(C)(O)c3cccc(F)c3)n2)cn1 (stereo not drawn) | 4%
Cc1ccc2c(=O)cc(CSCC(=O)Nc3nnc(C)s3)[nH]c2c1 | -16%
Clc1ccc(CNCC2CCCO2)c(Cl)c1 (stereo not drawn) | 1%
Cc1noc(C)c1C(=O)N1CCC1(C)C(=O)NS(=O)(=O)c1ccc(Br)cc1 (stereo not drawn) | 1%
C=CC1=CCN(S(=O)C(C)(C)C)[C@H]1CCO (stereo partly drawn) | 0%
O=C1Cc2cccc(=O)c(O)c2C(=O)O1 | -23%

# Shown as labelled records: three of the compounds above.
canonical_smiles: Cc1noc(C)c1C(=O)N1CCC1(C)C(=O)NS(=O)(=O)c1ccc(Br)cc1 (stereo not drawn)
  TbPYK inhibitor: 1%
canonical_smiles: NC(c1csc(Nc2cc(NCc3ccco3)ncn2)n1)c1ccccc1Cl (stereo not drawn)
  TbPYK inhibitor: 3%
canonical_smiles: Cc1ccc(NC(=O)CNC(=O)Cn2c(C)cc3ccccc3c2=O)cc1F
  TbPYK inhibitor: -2%

# Next part
SMILES | TbPYK inhibitor
CCn1cc2nc(SCc3cccc(Cl)c3)n(Cc3ccc(C)cc3)c(=O)c2n1 | -10%
COc1cc2c(cc1NC(=O)C(C)Oc1ccc(Cl)cc1Cl)oc1ccccc12 (stereo not drawn) | 5%
COCCn1nnnc1C(c1ccccc1OC)N1CCc2ccccc2C1 (stereo not drawn) | 1%
Cn1c(/C(C#N)=C/c2ccc(C(F)(F)F)cc2)nc2ccccc21 | -5%
Cc1ccc(F)cc1NC(=O)COC(=O)C1CC2CCCC(C1)C2=O (stereo not drawn) | -1%
C[C@@H](c1ccccc1)N1C[C@H](COCc2ccccc2)Oc2cc(N3CC[C@@H](O)C3)ccc2S1(=O)=O | 6%
C[C@@H]1CN([C@@H](C)CO)C(=O)CCCn2nncc2CO[C@H]1CN(C)Cc1cccc(C(F)(F)F)c1 | 14%
CCOC(=O)C1=C(CN2CCN(c3cc(C)ccc3C)CC2)NC(=O)NC1c1ccccc1 (stereo not drawn) | 6%
Cc1ccc(-c2cc(-c3ccc4c(c3)NC(=O)CO4)nc3c2COc2ccc(C)cc2-3)cc1 | 4%
Cc1ccc(-n2c(SCC(=O)N3CCCc4ccccc43)nc3c([nH]c4ccccc43)c2=O)cc1 | 2%
NC(=O)N/N=C/c1sc(N2CCCCC2)nc1-c1cccs1 | -19%
Cc1ccccc1NC(=O)CSc1nnc(-c2cccc(Cl)c2)o1 | 1%

# Screening data: PubChem, National Center for Advancing Translational Sciences (NCATS)
